From PubChem
RGS7-Gao: RGS7-Galphao binding modulators, primary screen, biochemical, multiplexed bead flow cytometry; Guanine nucleotide-binding protein G(o) subunit alpha (Homo sapiens), P09471; actives lie on both sides; binding response (% of control), % at 10 µM; 220,000 compounds, 0.35% hits; in the data active = binding response below about 49% or above about 150%; inconclusive = no clear call, values can overlap the other calls; inactive = in between;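 also: fluorescent Galphao held in activated GDP-AlF4 state binding bead-coupled RGS7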
Target sequence (P09471 whole entry, looked up): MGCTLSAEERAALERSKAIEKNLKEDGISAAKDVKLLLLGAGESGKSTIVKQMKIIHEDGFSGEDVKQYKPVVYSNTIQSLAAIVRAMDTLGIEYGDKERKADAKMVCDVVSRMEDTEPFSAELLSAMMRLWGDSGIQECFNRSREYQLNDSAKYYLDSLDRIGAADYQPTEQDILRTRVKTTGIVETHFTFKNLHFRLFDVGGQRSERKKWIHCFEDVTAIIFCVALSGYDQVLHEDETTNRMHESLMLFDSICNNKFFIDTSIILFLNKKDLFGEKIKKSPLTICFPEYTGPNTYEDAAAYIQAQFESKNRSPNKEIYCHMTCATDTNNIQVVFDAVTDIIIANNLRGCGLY
RGS4-Gao reg: modulators of RGS4 binding to Galphao, primary screen, biochemical, multiplexed bead flow cytometry; actives lie on both sides; 220,000 compounds, 0.33% hits; binding response (% of control), % at 10 µM; Guanine nucleotide-binding protein G(o) subunit alpha (Homo sapiens), P09471; in the data active = binding response below about 49% or above about 150%; inactive = in between;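 also: fluorescent Galphao activated with aluminum fluoride binding bead-coupled RGS4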
RGS8-Gao reg: RGS8-Galphao binding modulators, primary screen, biochemical, multiplexed bead flow cytometry | Guanine nucleotide-binding protein G(o) subunit alpha (Homo sapiens), P09471 | AID 1423, 2008 | actives lie on both sides | 220,000 compounds, 0.34% hits | response (percent of control binding), % at 10 µM; in the data active = response below about 60% or above about 140%; inactive = in between;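 also: Galphao activated as the GDP aluminium fluoride complex binding bead-coupled RGS8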
Numbers without * were called inactive; ? = inconclusive; · = no result given.

item	SMILES	RGS7-Gao	RGS4-Gao reg	RGS8-Gao reg
1	O=C(/C=C/C(=O)NCc1cccs1)NCc1cccs1	?	100	98
2	CN(Cc1cccs1)C(=O)c1ccc(S(=O)(=O)N2CCCCC2)cc1	?	101	97
3	Cc1ccc(/C=N/NC(=O)c2nnn(-c3nonc3N)c2CSc2ccccc2)cc1	?	100	103
4	CC(C)NC(=O)c1sc2c(c1C(=O)Nc1cccnc1)CCCC2	?	102	103
5	CCC(=O)O/N=C(\N)c1ccc(Oc2cc(C)c(Cl)c(C)c2)c([N+](=O)[O-])c1	?	86	99
6	FC(F)(F)COc1cc(-c2nnc(SCc3ccccc3)n2Cc2ccco2)cc(OCC(F)(F)F)n1	?	109	103
7	O=S(=O)(c1ccc(NC(=S)NN=C(C2CC2)C2CC2)cc1)N1CCOCC1	?	74	89
8	CC1=NNC(=O)C1C(c1cccc(O)c1)C(C#N)C#N (stereo not drawn)	?	99	98
9	S=C(NCc1ccccc1)NCc1ccccn1	?	102	102
10	Cc1c(Cc2ccc3c(c2)OCO3)sc(NC(=O)C2CC2)c1C(N)=O	?	102	96
11	C/C(=N/NC(=O)c1cccs1)c1cccs1	?	99	100
12	C/C(=N\NC(=O)CC(C)C)c1c(C(F)(F)F)[nH]n(-c2nc3ccccc3s2)c1=O	?	102	99
13	Nc1ccccc1C(=O)Nc1ccc(Cl)cc1Cl	?	101	101
14	CCc1nc(N[C@H](C(=O)O)C(C)C)c2oc3ccccc3c2n1	?	104	100
15	COC(=O)CSc1nc2cc(OC)ccc2n1C	?	101	102
16	CCN(CC)C(=S)SCC(=O)Nc1ncc2c(n1)CC(C)(C)CC2=O	?	95	97
17	COc1cc(/C=N/NC(=O)c2ccc(O)cc2)ccc1OCC(=O)N1CC(C)OC(C)C1 (stereo not drawn)	?	97	99
18	Cc1cc(N2CCOCC2)n2ncc(-c3ccc(Cl)cc3)c2n1	?	97	95
19	CCOC(=O)CNc1ccc(OC(F)(F)F)cc1	?	93	97
20	CC(=O)c1c(COC(=O)c2ccc(C)cc2)nc2ccccc2[n+]1[O-]	?	85	90
21	CC(NC(=O)c1ccccc1F)c1ccccc1 (stereo not drawn)	·	98	101
22	CC(=O)N/N=C(\N)c1nonc1N	?	102	100
23	CCCCCCCCCC(=O)N1c2ccccc2NC(=O)C1CC(=O)Nc1ccc(C(=O)O)cc1 (stereo not drawn)	?	102	99
24	O=C(COC(=O)c1cccc(S(=O)(=O)N2CCN(c3ccccc3)CC2)c1)NCC1CCCO1 (stereo not drawn)	?	105	105

Full records, looked up by structure. Values in the order: RGS7-Gao | RGS4-Gao reg | RGS8-Gao reg
`CCc1nc(N[C@H](C(=O)O)C(C)C)c2oc3ccccc3c2n1` across the screens: ? | 104 | 100
`CC(NC(=O)c1ccccc1F)c1ccccc1` (stereo not drawn) across the screens: · | 98 | 101
`CCCCCCCCCC(=O)N1c2ccccc2NC(=O)C1CC(=O)Nc1ccc(C(=O)O)cc1` (stereo not drawn) across the screens: ? | 102 | 99
`COc1cc(/C=N/NC(=O)c2ccc(O)cc2)ccc1OCC(=O)N1CC(C)OC(C)C1` (stereo not drawn) across the screens: ? | 97 | 99
`CCN(CC)C(=S)SCC(=O)Nc1ncc2c(n1)CC(C)(C)CC2=O` across the screens: ? | 95 | 97

Further results
item	SMILES	RGS7-Gao	RGS4-Gao reg	RGS8-Gao reg
25	COc1ccc(Oc2ccc(C(F)(F)F)cc2NC(=O)c2ccc(F)cc2)cc1	?	100	99
26	CCCOc1ccc(N2C(=O)CC(N(Cc3ccco3)C(=O)CCC(=O)O)C2=O)cc1 (stereo not drawn)	?	103	100
27	Cn1cc(NC(=O)c2cc(NC(=O)c3cc(NC=O)cn3C)cn2C)cc1C(=O)NCCC(=N)N	?	98	99
28	COC(=O)CC(CP(=O)(O)CN(C)C=O)C(=O)OC (stereo not drawn)	?	101	101
29	CC(C)(C)c1ccc(-c2noc(-c3ccc4c(c3)CCO4)n2)cc1	?	103	103
30	Cn1c(C(=O)NCCN2CCN(Cc3ccccc3)CC2)cc2c(=O)n(C)c3ccccc3c21	?	107	99
31	COC(=O)c1c(C)oc(C)c1S(=O)(=O)NCc1ccc(OC)cc1	?	96	99
32	COc1ccc(CCn2c(C3CCCCC3)nc3c(c(=O)c4ccccc4n3C)c2=O)cc1	?	103	100
33	COc1ccccc1/C=C1\Cc2ccccc2C1=O	?	100	100
34	O=C(CCCN1C(=O)/C(=C/c2ccccc2Cl)SC1=S)NNC(=O)c1ccc(Cl)cc1Cl	?	101	101
35	CCC(C)NC(=O)CC(C)C (stereo not drawn)	?	101	102
36	CCOC(=O)c1cn2nc(Oc3ccc(C#N)cc3)ccc2n1	?	101	103
37	C#CCSc1n[nH]c(=O)n1-c1cccc(C(F)(F)F)c1	?	101	103
38	COc1ccc(NC(=O)CCC(=O)N/N=C/c2cn(C)nc2C)cc1	?	105	103
39	Cn1c(=O)c2c(O)c(C=NCc3ccccc3)c(=O)n(C)c2n(C)c1=O	?	103	104
40	COc1ccc(CC(=O)N2CCc3cc(OC)c(OC)cc3C2O)cc1OC (stereo not drawn)	?	107	102
41	COCc1cc(=O)[nH]c(-c2csc(C)n2)n1	?	102	103
42	Cc1nnsc1C(=O)NNc1ccc(C(C)(C)C)cc1	?	101	101
43	O=c1oc2ccccc2n1Cc1cccc(Cl)c1	?	85	94
44	O=C(O)c1ccc(-n2c(O)c(C=C3N=c4ccccc4=N3)sc2=S)cc1	?	105	103
45	Cc1cc(-c2nc(C)c(C(=O)NNS(=O)(=O)c3ccc(Cl)cc3Cl)s2)no1	?	102	102
46	COc1ccc(C(=O)/C=C/c2cc(C(=O)O)cc3c2OCOC3)c(O)c1	?	101	101
47	CC(C)CCc1noc(CN2CCN(CC(=O)NC(C)C)CC2)n1	?	93	101
48	COc1ccccc1N1CCN(C(=O)c2coc(=O)c(Br)c2)CC1	?	98	99
49	CC(=O)Nc1cccc(-n2nnc(SCC(=O)c3ccccc3)n2)c1	?	104	103
50	O=C(NCCc1cccs1)C1CC(c2cccc(F)c2)=NO1 (stereo not drawn)	?	104	102
51	CCOc1ccc(S(=O)(=O)/N=C(\N)c2ccccc2)cc1	?	100	99
52	Nc1cccc(Oc2ccc3c(c2)C(=O)N(CC2CCCO2)C3=O)c1 (stereo not drawn)	?	87	95
53	CCCC(C)NC(=O)COC(=O)c1cccc(NS(C)(=O)=O)c1 (stereo not drawn)	?	94	101
54	N#Cc1c(-c2cccs2)nc(SCC(=O)c2ccc(Br)cc2)[nH]c1=O	?	94	96
55	Cc1cc(C)cc(N2C(=O)CC(Cn3nc(C)cc3C)C2=O)c1 (stereo not drawn)	?	94	98
56	O=C(O)C1CSC(c2ccc3c(c2)OCO3)N1 (stereo not drawn)	?	99	98
57	O=[N+]([O-])c1cccnc1Oc1ccc(F)cc1	?	95	101
58	O=c1nc(-c2ccccc2)nc(-c2ccccc2)[nH]1	?	106	103
59	Cc1cc(C(=O)N/N=C/c2ccc(-c3cccc(Cl)c3)o2)n[nH]1	?	102	102
60	COC(=O)c1sccc1NC(=O)CC1C(=O)NCCN1C(=O)Nc1ccccc1 (stereo not drawn)	?	101	102
61	COc1cc(O)c(C(CCN2CCCCC2)c2ccc(N(C)C)cc2)c(OC)c1 (stereo not drawn)	?	99	99
62	C1CCc2nc3c(nc2C1)CCCC3	?	102	101
63	CCCCN(Cc1cc2cc(C)ccc2[nH]c1=O)C(=O)c1ccccn1	?	98	99
64	C[C@H]1CC[C@]2(O[C@H](CCO)C[C@@H](O)[C@@H]2O)O1	?	105	104
65	N#C/C(=C\c1ccccc1)C(=O)Nc1cccnc1	?	102	101
66	COc1ccc(S(=O)(=O)N(CCC(N)=O)Cc2ccco2)cc1OC	?	96	99
67	O=C(NC1CC1)C1CCN(C2CCN(C(=O)CSc3ccccc3)CC2)CC1	?	103	102
68	COc1ccc(C(=O)[C@H]2[C@H]3C(=O)N(c4ccccc4)C(=O)[C@H]3C3C=CC=NN32)cc1 (stereo partly drawn)	?	96	100
69	NC(N)=NC(N)=Nc1cccc(Cl)c1	?	79	90
70	Cc1cc(C2CC(=O)Nc3ccccc3S2)c(C)s1 (stereo not drawn)	?	106	103
71	COc1cc(/C=N/NC(=O)c2cc(-c3ccccc3)sc2N)cc(OC)c1OC	?	94	95
72	CCCN1CCC(=O)N(CCSc2ccc(C)cc2)CC1	?	98	100
73	Cc1cc(C(=O)NCCC(C)C)c2ccccc2n1	?	97	100
74	CC(=O)n1cc(N(C(=O)CCl)c2ccccc2)c2ccccc21	?	101	100
75	O=C(c1ccc(F)cc1)N1CCCC(C(=O)N2CCc3ccccc3C2)C1 (stereo not drawn)	?	107	106
76	COc1c(CC=C(C)C)cc(C2CC(=O)c3c(O)cc(O)cc3O2)cc1CC=C(C)C (stereo not drawn)	?	105	101
77	COc1ccc(N(CC(=O)N/N=C(\C)CCc2ccccc2)S(=O)(=O)c2ccc(C)cc2)cc1	?	104	106
78	COc1cc(NC2c3ccccc3C(=O)N2Cc2ccccc2Cl)cc(OC)c1 (stereo not drawn)	?	102	102
79	C=C(C)C(=O)Nc1cccc(C2=NOC3(C2)C[C@@H](C(N)=O)N(C(=O)C2(C)CC2)C3)c1 (stereo partly drawn)	?	99	93
80	COCCNc1nc(-c2cc(-c3ccc(Cl)cc3)on2)cc(C(C)C)n1	?	103	103
81	COc1ccc(C(O)Cn2cc([N+](=O)[O-])nc2C)cc1 (stereo not drawn)	?	106	101
82	CCN1CNC(=S)N(c2cccc(C)c2)C1	?	90	95
83	CCCCCCCCCCCCS(=O)(=O)CCC(=O)O	?	102	100
84	O=C(O)CCCC(=O)Nc1ccc(-n2ccc(C(F)(F)F)n2)cc1	?	104	101

(list continues)
item	SMILES	RGS7-Gao	RGS4-Gao reg	RGS8-Gao reg
85	O=C(NCc1cccnc1)c1cc(-c2ccc(Cl)cc2)oc1C(F)(F)F	?	104	102
86	O=C(NC1CC1)C1=C[C@@H](c2coc3ccccc3c2=O)C[C@@H](OCCCCO)O1	?	97	104
87	COc1ccccc1CN1C[C@@H]2C[C@@H](c3ccccc3OC)N3CCC[C@@]23C1=O	?	93	99
88	COCc1cc(=O)[nH]c(/N=C(\N)Nc2c(F)cccc2F)n1	?	105	100
89	COc1ccc(CNc2ccc([N+](=O)[O-])cc2C)cc1	?	108	106
90	COc1ccc(/C=C2/SC(=S)N(c3ccc(S(=O)(=O)Nc4nccs4)cc3)C2=O)cc1	?	96	97
91	NNC(=O)CSc1nc(-c2ccccc2)cn1-c1ccccc1	?	104	101
92	CC1CCCC(NC(=O)COC(=O)/C=C/c2ccc(S(=O)(=O)N3CCOCC3)cc2)C1C (stereo not drawn)	?	97	98
93	CC(C)N1CCN(C2CSCCSC2)CC1CCO (stereo not drawn)	?	96	94
94	O=C1NCN(CCO)CN1	?	101	100
95	CC(=O)[C@@H]1[C@@H](C)N(Cc2ccccc2)C(=O)N[C@H]1c1cccc(C(F)(F)F)c1	?	94	95
96	C[C@@H](C(=O)N1CCN(C(=O)OC(C)(C)C)CC1)n1cc(-c2cn([C@@H](C)C(=O)N3CCN(C(=O)OC(C)(C)C)CC3)nn2)nn1	?	98	100
97	O=C(NCCCO)c1ccc(CSc2nc3ccccc3c(=O)[nH]2)cc1	?	97	100
98	CNC(=O)COC(=O)c1cccc(S(=O)(=O)N2CCN(c3ccc(F)cc3)CC2)c1	?	99	99
99	NC1=NC(=Nc2ccc(S(N)(=O)=O)cc2)c2ccccc21	?	100	97
100	COc1ccc(-c2ccc(OC)c([C@H]3[C@@H]4C=CCC[C@@]4(C)C(=O)N3Cc3ccccc3)c2)cc1OC	?	102	102
101	Cc1nc(S/C(=C/c2ccc(-c3cc(Cl)ccc3C)o2)C(=O)O)n[nH]1	?	104	103
102	CCCCOC(=O)N1CCOCCOCCOCC1	?	108	102
103	Oc1ccccc1-n1nc2ccc3nonc3c2n1	?	95	98
104	CCOC(=O)C(O)C1CCc2c([nH]c3ccc(C)cc23)C1=O (stereo not drawn)	?	99	100
105	COc1ccc(O)c(C2=Nc3ccccc3N=C(c3ccccc3)C2)c1	?	104	101

Of the compounds above, these have a CF3 group.
item	SMILES	RGS7-Gao	RGS4-Gao reg	RGS8-Gao reg
6	FC(F)(F)COc1cc(-c2nnc(SCc3ccccc3)n2Cc2ccco2)cc(OCC(F)(F)F)n1	?	109	103
12	C/C(=N\NC(=O)CC(C)C)c1c(C(F)(F)F)[nH]n(-c2nc3ccccc3s2)c1=O	?	102	99
19	CCOC(=O)CNc1ccc(OC(F)(F)F)cc1	?	93	97
25	COc1ccc(Oc2ccc(C(F)(F)F)cc2NC(=O)c2ccc(F)cc2)cc1	?	100	99
37	C#CCSc1n[nH]c(=O)n1-c1cccc(C(F)(F)F)c1	?	101	103
84	O=C(O)CCCC(=O)Nc1ccc(-n2ccc(C(F)(F)F)n2)cc1	?	104	101
85	O=C(NCc1cccnc1)c1cc(-c2ccc(Cl)cc2)oc1C(F)(F)F	?	104	102
95	CC(=O)[C@@H]1[C@@H](C)N(Cc2ccccc2)C(=O)N[C@H]1c1cccc(C(F)(F)F)c1	?	94	95

Only part of the results is shown; the hit share may differ from the screen's.
